Cneo AK release – causes C. neoformans cell lysis; adenylate kinase release luminescence, 4 h; normalised: neutral wells 0, clomiphene wells 100; lysis activity, % at 15 µM; hit rate 0.2% among 360,000;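 active = mean lysis activity across replicates of at least 80%, whatever share of replicates individually reach that level; inactive = mean lysis activity below 80%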
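Test system: log-phase Cryptococcus neoformans yeast cells; Quantity: yeast cell density of 5 × 10^6 cells/mL; Buffer or medium: YPD; Doses: single compound concentration per well; Timing: 4 h at 37 °C static, read 1 h later; Measured by: AK luminescence; Read-out basis: lysis from increased AK signal; Control set: Clomiphene as positive control.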
PglD DTNB – PglD (C. jejuni) enzyme inhibition | purified PglD enzyme, DTNB colorimetric CoA detection | inhibition, % at 12.5 µM | hit rate 0.098% among 360,000; in the data active = inhibition above about 16%, passing the limit was not always enough; note: strong numbers were not always called active
E-selectin induc – E-selectin induction on HUVECs. HUVEC E-selectin immunofluorescence imaging; normalized: neutral wells 0, TNF-alpha wells 100. activation, % at 7.58 µM. hit rate 0.37% among 260,000. AID 686992;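 active = mean E-selectin-positive cell signal at least 10% of the positive control, reached in at least 60% of replicates, without over 20% cell loss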;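 note: in these data hits start at about 27%; measured in HUVEC primary endothelial cells; signal is the percent of cells scored E-selectin positive by PE staining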
Target sequence (P16581 whole entry, looked up): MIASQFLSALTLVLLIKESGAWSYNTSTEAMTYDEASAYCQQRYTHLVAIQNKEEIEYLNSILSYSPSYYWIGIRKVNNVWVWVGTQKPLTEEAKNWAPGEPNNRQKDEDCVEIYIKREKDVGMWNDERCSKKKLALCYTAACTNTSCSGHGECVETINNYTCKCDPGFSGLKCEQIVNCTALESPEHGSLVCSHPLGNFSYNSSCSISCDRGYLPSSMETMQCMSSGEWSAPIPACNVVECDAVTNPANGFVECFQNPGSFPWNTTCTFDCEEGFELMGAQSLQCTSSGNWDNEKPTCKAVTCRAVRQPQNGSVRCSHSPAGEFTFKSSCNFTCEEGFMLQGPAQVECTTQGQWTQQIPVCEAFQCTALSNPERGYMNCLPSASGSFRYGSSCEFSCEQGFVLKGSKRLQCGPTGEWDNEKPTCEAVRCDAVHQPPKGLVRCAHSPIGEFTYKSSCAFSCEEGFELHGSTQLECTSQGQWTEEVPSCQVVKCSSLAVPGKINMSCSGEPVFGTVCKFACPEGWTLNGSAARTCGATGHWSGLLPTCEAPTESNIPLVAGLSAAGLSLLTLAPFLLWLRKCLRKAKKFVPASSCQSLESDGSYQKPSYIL
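material = human umbilical vein endothelial cells (HUVEC), E-selectin induction | quantity = 3,000 cells/well | medium = EGM-2 growth medium on 0.1% gelatin-coated wells | technique = immunofluorescence imaging | read-out basis = % PE-positive cells | control set = TNF-alpha positive control, DMSO neutral control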
RAD54 inh – RAD54 (human) branch migration inhibition | Q92698 | RAD54 Holliday junction branch migration, FAM/BHQ fluorescence | inhibition, % at 10.4 µM | hit rate 0.14% among 360,000;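 active = mean normalized replicate activity at least 40 and at least half of replicates scoring 40 or more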;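 note: 0% = median of neutral control wells and 100% = median of positive control wells; inhibitors cause a drop in the FAM fluorescence signal; in these data hits start at about 50%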
miR-122 sensor – blocks miR-122 activity in Huh7 sensor cells; Huh7 miR-122 Renilla luciferase sensor, 48 h; neutral wells = 0, positive control = 100; activation (reporter increase), % at 12.5 µM; hit rate 0.3% among 340,000;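 active = mean replicate activation score at least 90 and every replicate individually at or above 90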;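 note: higher luciferase means less miR-122 activity so hits act as miR-122 inhibitors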
ERAP1 HTS inh – ERAP1 (human) enzyme inhibition | inhibition, % at 10.7 µM | recombinant ERAP1, Leu-AMC fluorescence, 60 min | hit rate 0.15% among 340,000 | Q9NZ08 | AID 652197;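 active = mean replicate inhibition of at least 30%, or all replicates individually reaching that 30% level; inactive = mean below 30% and not every replicate reaching it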;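 note: 0% = neutral control wells and 100% = L-leucinethiol positive control wells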
RAD52 inh – blocks human RAD52 DNA annealing. recombinant RAD52 DNA annealing, FRET fluorescence. inhibition, % at 18.7 µM. hit rate 0.46% among 360,000;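 active = every replicate showing at least 50% inhibition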
Target sequence (P43351 whole entry, looked up): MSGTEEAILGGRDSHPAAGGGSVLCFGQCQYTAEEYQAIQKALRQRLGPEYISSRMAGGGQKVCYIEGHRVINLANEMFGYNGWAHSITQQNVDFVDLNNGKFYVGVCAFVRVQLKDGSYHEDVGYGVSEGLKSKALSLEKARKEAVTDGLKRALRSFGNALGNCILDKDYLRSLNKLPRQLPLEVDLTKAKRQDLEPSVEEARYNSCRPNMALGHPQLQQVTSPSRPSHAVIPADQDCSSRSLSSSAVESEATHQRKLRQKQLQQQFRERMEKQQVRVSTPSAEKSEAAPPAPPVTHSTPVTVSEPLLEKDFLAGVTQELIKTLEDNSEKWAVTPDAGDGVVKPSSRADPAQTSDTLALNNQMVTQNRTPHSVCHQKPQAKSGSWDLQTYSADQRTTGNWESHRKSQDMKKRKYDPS
PGC1a acetyl inh – PGC1a acetylation modulation, inhibitor mode; U2OS PGC1a acetylation, AlphaScreen anti-acetyl-lysine; with virally co-expressed GCN5 acetyltransferase; inhibition, % at 15.6 µM; hit rate 0.17% among 350,000;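 active = every replicate shows inhibition of at least 40%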;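 note: 0% = neutral control wells and 100% = positive control wells; some results beyond the cut were filed as inactive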
* hit, by the source's call; / = not tested or not shown; [ ] = dose if it differs, or a comment.

SMILES | Cneo AK release | PglD DTNB | E-selectin induc | RAD54 inh | miR-122 sensor | ERAP1 HTS inh | RAD52 inh | PGC1a acetyl inh
COc1ccc(-n2ccnc2SCC(=O)NCc2ccc3c(c2)OCO3)cc1 | -2 | 7 | / | -2 | -8 | / | / | 3
COn1c(=S)[nH]c2ccccc2c1=O | 6 | -4 | / | -5 | -1 | / | / | -11
CN(CCOc1ccc(Cl)cc1)CC(=O)Nc1ccc(OC(F)F)cc1 | -2 | 4 | / | 2 | -6 | 6 | 7 | 8
C[C@@H]1CN([C@H](C)CO)C(=O)CCCn2nncc2CO[C@@H]1CN(C)CC1CCCCC1 | 11 | 2 | -0.1 | 2 | -2[16.7 µM] | -1 | 15 | 6
Cn1cnc(S(=O)(=O)N[C@@H]2CC[C@@H](CC(=O)NCC3CCCCC3)O[C@@H]2CO)c1 | -1 | 0 | 0.1 | 6 | / | 1 | -7 | 4
CCN1C(=O)/C(=C/N(C)c2ccccc2)OC1=S | -2 | 1 | / | 3 | 0 | 5 | -12 | -4
CCOC(=O)N/C(N)=N/c1nc2ccccc2s1 | -14 | 5 | / | 0 | -11 | / | / | 0
C[C@@H]1CN([C@@H](C)CO)C(=O)c2cc(NC(=O)CCCN(C)C)ccc2O[C@H]1CN(C)C(=O)Nc1cccc2ccccc12 | 0 | -7 | -4.2 | 2 | 3[16.7 µM] | -1 | -12 | 2
c1ccc(-c2ccc3nncn3c2)cc1 | 0 | 1 | 0.0 | 1 | 0 | 2 | -53 | /
COc1ccccc1NC(=O)N[C@@H]1C=C[C@H](CC(=O)N[C@H](C)c2ccccc2)O[C@H]1CO | -3 | -2 | 0.0 | 1 | / | -1 | 0 | -2
Cc1nc2cc(NS(=O)(=O)c3c(C)c(C)cc(C)c3C)ccc2s1 | -7 | -5 | / | 7 | 313* | / | / | -2
COc1ccc(CN(C)C[C@@H]2OCCCC[C@H](C)Oc3ccc(NS(=O)(=O)c4cn(C)cn4)cc3C(=O)N([C@H](C)CO)C[C@@H]2C)cc1 | -1 | 10 | 0.2 | 4 | 3[16.7 µM] | -2 | 24 | -2
Cc1cc(C(=O)NCc2ccccc2)no1 | -2 | 6 | / | 7 | -1 | 0 | -5 | 6
CC[C@]12c3[nH]c4cc(-c5ccco5)ccc4c3CCN1C(=O)[C@@H](CC(=O)NCc1ccc(OC)c(OC)c1)C[C@@H]2C(=O)N1CCN(C(=O)c2ccco2)CC1 | 1 | -2 | -0.8 | 3 | -2 | 2 | -44 | 13
O=C(C[C@H]1CC[C@@H](NC(=O)Cc2cccnc2)[C@H](CO)O1)Nc1ccc(-c2ccccc2)cc1 | 54 | -2 | 0.2 | -1 | 19[16.7 µM] | 0 | 11 | -1
O=C(CSc1ccc2nnc(-c3ccccn3)n2n1)Nc1ccc(F)cc1 | 2 | -2 | 4.7 | -9 | 7 | -5 | -25 | 5
Cc1ccc(C(=O)N/C(=C/C=C/c2ccccc2)C(=O)NCc2ccco2)cc1 | 5 | -2 | / | -9 | 55 | / | / | -8
COc1ccc(S(=O)(=O)Nc2ccccc2)cc1OC | 50 | -14 | / | -14 | 50 | / | / | 5
O=S(=O)(NC1CCSc2ccccc21)c1ccc(Cl)nc1 (configuration not stated) | -3 | -3 | 0.1 | 2 | -1 | -1 | -9 | 2
Cc1cc(C)c2cc(CN(Cc3nnnn3C3CCCCC3)CC3CCCO3)c(=O)[nH]c2c1 (configuration not stated) | -1 | -1 | / | -23 | / | 1 | -127 | -2
O=C(CC1CCCC1)N1CCN(S(=O)(=O)c2ccc(F)cc2)CC1 | 1 | 2 | -0.2 | -1 | -5 | 1 | -6 | 5
CCOc1ccc(OCCC(=O)NNC(=O)c2cc(C)oc2C)cc1 | 4 | -6 | / | -1 | -1 | 0 | -10 | -1
CCCc1cc2c(-c3ccccc3)cc(=O)oc2cc1OCc1ccc(C(=O)O)o1 | / | / | / | / | -6 | 10 | -24 | -5
O=C(NC1CCCC1)c1ccc(Br)c(S(=O)(=O)N2CCCCC2)c1 | 3 | -2 | 0.4 | -6 | 18 | 1 | -3 | -14
CC(Oc1ccc2ccc(=O)oc2c1)C(=O)NC1CCN(Cc2ccccc2)CC1 (configuration not stated) | -4 | 0 | / | 1 | / | -4 | -5 | /
CCc1cccc(C)c1NC(=S)NCc1ccc2c(c1)cc(C)n2C | 3 | -1 | / | 8 | -5 | 3 | -4 | -5
CCCNC(=O)C[C@H]1CC[C@@H]2[C@H](COC[C@@H](O)CN2Cc2cccc(F)c2)O1 | 1 | 2 | -0.1 | -18 | 2[16.7 µM] | 1 | 11 | 1
C[C@@H](O)C#Cc1cnc2c(c1)C(=O)N([C@@H](C)CO)C[C@H](C)[C@@H](CN(C)Cc1ccccn1)O2 | -2 | 0 | -0.3 | 6 | 3[16.7 µM] | 1 | -13 | 19
O=C(O)c1nccnc1C(=O)Nc1ccccc1-c1ccccc1 | -1 | 3 | / | -8 | 1 | -1 | 1 | 4
O=C(Cn1c(=O)oc2cc(S(=O)(=O)N3CCCC3)ccc21)Nc1ccccn1 | 0 | -1 | -0.1 | -1 | -3 | 4 | -6 | 8
COc1ccc(OC)c(NC(=O)CSCC(=O)O)c1 | 1 | -1 | / | -10 | 1 | / | / | 6
O=C1c2ccccc2C(=O)N1CCCCN(C(=O)c1ccco1)c1ccc(Cl)cc1 | 0 | 2 | / | 1 | -1 | / | / | -5
O=C(NC1CCCCC1)C(c1ccccc1)N1CCc2ccccc21 (configuration not stated) | -2 | -2 | -0.9 | -6 | 7 | 0 | -6 | -30
COc1ccc(C)cc1NC(=O)c1cccc(C(=O)Nc2cc(C)ccc2OC)n1 | -4 | -6 | 1.8 | 4 | / | 5 | -7 | /
O=C1CC(N2CCN(c3ccccc3)CC2)C(=O)N1c1cccc(Br)c1 (configuration not stated) | -2 | 0 | / | 11 | 0 | 1 | -12 | /
Cc1cccc(C)c1NC(=S)N(CCCN1CCCCC1)Cc1ccco1 | 2 | -1 | -0.2 | 6 | 2 | -2 | -14 | /
Oc1ccc(C=Nc2cccc3ccccc23)c(O)c1 | -1 | 1 | 0.5 | -3 | 0 | / | -11 | 0
COc1cc(/C=C(\C#N)c2ccccn2)ccc1OCC(=O)Nc1ccc(Br)cc1 | -5 | 0 | / | -1 | 3 | 5 | -1 | /
Cc1ccc(Cl)cc1NC(=O)CN1CCN(S(=O)(=O)N2CCC(C)CC2)CC1 | 2 | -4 | 23 | 0 | -3 | -2 | -6 | /
COc1ccccc1C(CC(=O)O)NS(=O)(=O)c1ccc2c(c1)N(C(C)=O)CC(C)O2 (configuration not stated) | 3 | -1 | 0.8 | -16 | -8 | 1 | -3 | -6
C[C@H]1CN([C@@H](C)CO)C(=O)Cc2cc(NC(=O)Nc3ccc(F)cc3)ccc2O[C@@H]1CN(C)Cc1ccc(C(F)(F)F)cc1 | / | / | 22 | / | 3[16.7 µM] | 1 | 10 | -3
C[C@H]1CN([C@@H](C)CO)C(=O)c2cccc(NC(=O)NC3CCCCC3)c2O[C@H]1CN(C)Cc1ccccc1 | -1 | -4 | 0.0 | -14 | 13[16.7 µM] | 1 | -4 | 10
Cc1c(Cl)cccc1NC(=O)CCNC(=O)N1CC(=O)Nc2ccccc21 | -4 | 2 | / | -1 | 11 | -6 | -14 | -9
Cc1cc(C(=O)N2CCCC(C)(C(=O)NS(=O)(=O)C3CC3)C2)n(C(C)(C)C)n1 (configuration not stated) | -1 | 4 | 0.1 | 7 | -4 | 2 | -10 | 4
CC(=O)NC1C(=O)N=C(SCC(=O)NC2CCCCC2)NC1=O (configuration not stated) | 0 | -4 | / | -6 | 25 | -2 | 1 | /
Cc1cccc(OCC(=O)NC(=S)NNC(=O)c2ccncc2)c1 | 1 | 0 | 0.3 | -15 | -3 | -1 | -13 | /
c1ccc2c(c1)-c1ccccc1C2N1CCOCC1 | -1 | -1 | -0.6 | 12 | 3 | 0 | -2 | -3
CCOc1ccc2nc(NC(=O)c3cnc(C)cn3)sc2c1 | -1 | -3 | / | -5 | 3 | / | / | -7
O=C(C[C@@H]1C[C@H]2c3cc(NC(=O)c4cccnc4)ccc3O[C@H]2[C@@H](CO)O1)NCc1ccc(Oc2ccccc2)cc1 | -15 | -1 | 0.5 | 0 | 4[16.7 µM] | -2 | -8 | 6
CCOC(=O)c1cn[nH]c1N | 1 | 3 | / | -3 | 9 | / | / | 1
COCC(=O)N1CC2(CCN(Cc3ccccc3)CC2)c2c(n(C)c3cc(OC)ccc23)[C@H]1CO | / | / | -0.2 | / | / | -3 | 10 | 10
O=C(Nc1ccccc1)N1CCCCN2[C@H](C1)[C@@H](c1ccc(-c3ccccc3F)cc1)[C@@H]2CO | 49 | -2 | 0.4 | 3 | -3[16.7 µM] | 0 | -3 | -3
O=C(Nc1nc(OCCN2CCCC2=O)cnc1/C=C\c1ccccc1)c1cc2ccccc2s1 | 0 | 9 | 0.5 | -3 | -1 | 2 | -11 | -7
COc1cccc2[nH]c(C(=O)NC(C)c3ccccc3)cc12 (configuration not stated) | 1 | 1 | -0.4 | 2 | / | 0 | -5 | /
CCCC#Cc1ccc2c(c1)O[C@@H](CN(C)C(=O)c1cnccn1)[C@H](C)CN([C@H](C)CO)S2(=O)=O | -3 | -1 | -0.3 | 7 | 35[16.7 µM] | 1 | -3 | 1
Cc1ccccc1C(=O)OC1CCN(C)CC1 | 0 | 6 | / | -2 | / | 1 | -8 | 1
O=C(C[C@H]1CC[C@H]2[C@@H](COC[C@@H](O)CN2C(=O)c2cnccn2)O1)NCc1ccc(Cl)cc1 | 4 | -1 | 0.5 | 0 | 2[16.7 µM] | 1 | 3 | 4
Cc1ccc(S(=O)(=O)Nc2ccccc2)cc1C(=O)N1CCCC1 | 1 | 3 | -0.2 | 3 | / | -2 | 4 | /
CCN(CC)c1ccc(/C=c2/sc3nnc(-c4ccccc4C)n3c2=O)cc1 | 2 | 3 | / | 5 | -2 | / | / | 9
CCn1c(CCc2ccccc2)nc2ccccc21 | -2 | 2 | -0.1 | -4 | 0 | 1 | 2 | -3
CCN1CCc2c(C#N)c(N3CCCCC3)nc(N3CCOCC3)c2C1 | 2 | -3 | / | 0 | -9 | / | / | -15
Cc1cccc(CN2CCSCC2)c1 | -10 | 1 | 2.4 | -6 | 1 | -2 | -16 | 19

Reprinted at random: 2 records from the list.
SMILES | Cneo AK release | PglD DTNB | E-selectin induc | RAD54 inh | miR-122 sensor | ERAP1 HTS inh | RAD52 inh | PGC1a acetyl inh
CCN(CC)c1ccc(/C=c2/sc3nnc(-c4ccccc4C)n3c2=O)cc1 | 2 | 3 | / | 5 | -2 | / | / | 9
COc1cccc2[nH]c(C(=O)NC(C)c3ccccc3)cc12 (configuration not stated) | 1 | 1 | -0.4 | 2 | / | 0 | -5 | /

Ordered by the number under PglD DTNB (descending): four of the compounds above.
structure,PglD DTNB
Cc1ccc(S(=O)(=O)Nc2ccccc2)cc1C(=O)N1CCCC1,3
COc1cccc2[nH]c(C(=O)NC(C)c3ccccc3)cc12 (configuration not stated),1
c1ccc2c(c1)-c1ccccc1C2N1CCOCC1,-1
CC(=O)NC1C(=O)N=C(SCC(=O)NC2CCCCC2)NC1=O (configuration not stated),-4
